Screening results from PubChem.
14-3-3 PPI: alters human 14-3-3 gamma binding to Raf peptide; P61981; FP, 14-3-3gamma / TMR-pS259-Raf peptide binding; inhibition, % at 40 µM; hit rate 0.19% among 160,000; AID 422; in the data active = inhibition above about 30%;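 note: 0% = protein plus tracer without compound and 100% = blank with tracer alone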
Target sequence (P61981 whole entry, looked up): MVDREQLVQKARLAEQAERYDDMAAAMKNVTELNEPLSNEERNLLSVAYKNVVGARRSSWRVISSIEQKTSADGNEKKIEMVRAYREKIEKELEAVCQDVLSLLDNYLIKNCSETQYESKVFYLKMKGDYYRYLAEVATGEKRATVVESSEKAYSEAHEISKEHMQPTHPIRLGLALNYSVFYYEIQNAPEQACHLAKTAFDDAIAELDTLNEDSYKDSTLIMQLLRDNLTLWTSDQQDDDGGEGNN
Numbers without * were called inactive; & = joins results of further samples. This is a subset (hit frequency here may not be typical).

SMILES	14-3-3 PPI
CC1CCCCN1S(=O)(=O)c1ccc(NC(=O)c2ncn[nH]2)cc1 (stereo unspecified)	-8
CCOC(=O)c1c(NC(=O)c2ccc(Cl)c([N+](=O)[O-])c2)sc(C(C)=O)c1C	-20
Cc1cccc(Cc2c(C)nc3nc(SCC(=O)N4CC(C)CC(C)C4)nn3c2C)c1 (stereo unspecified)	-3
O=C(CN1C(=O)c2cccc([N+](=O)[O-])c2C1=O)Oc1ccc2ccc(=O)oc2c1	-10
COc1cc(CNc2ccc(N3C(=O)CCCC3=O)cc2[N+](=O)[O-])cc(OC)c1	-4
COc1cc2c(cc1OC)C(C(=O)Nc1ccccc1F)C(c1ccc(SC)cc1)N(C)C2=O (stereo unspecified)	2
Cc1cc(C(=O)Nc2nncs2)ccc1[N+](=O)[O-]	-14
CSCCC(NC(=O)C1CC1)c1nc2ccccc2[nH]1 (stereo unspecified)	-10
CCN1CCC[C@H]1CNC(=O)c1cc(S(N)(=O)=O)ccc1OC	-1
CC(=O)CC1(C)OC(N)=C(C#N)C1(C#N)C#N (stereo unspecified)	2
Cc1ccc(C)c(Nc2c([N+](=O)[O-])ccc3nonc23)c1	-13
CCOC(=O)C1C(=O)C=C(c2ccc(C)cc2)CC1c1cccc(OC)c1 (stereo unspecified)	-1
COC(=O)CSc1nnc(-c2cccc(NC(=O)c3ccc(C)cc3)c2)n1C	-9
O=C(CSc1nc2ccc(N3C(=O)c4ccccc4C3=O)cc2s1)NC1CC1	1
O=C(CCCN1C(=O)c2cccc3cccc(c23)C1=O)N1CCN(CC=Cc2ccccc2)CC1	-7&-9
Cc1ccc(-n2c(=O)c3ccccc3n(Cc3cccc(C)c3)c2=O)cc1	-1
COC(=O)CC1Oc2ccccc2N(Cc2ccc(C)cc2)C1=O (stereo unspecified)	-9
Cc1ccc(S(=O)(=O)N(c2cccc(C(F)(F)F)c2)C2C=CS(=O)(=O)C2)cc1 (stereo unspecified)	11
COc1ccc(CCNC(=O)c2sc(=S)n3c2[nH]c(=O)c2sccc23)cc1OC	-30
CCC(C)NS(=O)(=O)c1ccc(OCC(=O)NCc2ccco2)cc1 (stereo unspecified)	-4
Cc1ccc(-c2nc3cc(Cl)ccc3o2)cc1NC(=O)c1ccc(F)cc1	-124
Cc1ccccc1CSc1nnnn1-c1ccc(C(N)=O)cc1	-1
Cc1ccccc1N1OC2C(=O)N(c3ccc(Cl)cc3)C(=O)C2C1c1cccs1 (stereo unspecified)	-2
CC(C)c1ccc2oc(-c3ccc(NC(=O)c4cccnc4)cc3)nc2c1	-5
COc1ccc(C(=O)c2ccc([N+](=O)[O-])cc2)cc1S(=O)(=O)N1CCOCC1	0
SMILES	14-3-3 PPI
CCc1cccc(NC(=O)Cc2c(C(=O)O)[nH]c3ccc(Cl)cc23)c1	0
CCC(=O)Nc1nnc(-c2ccc(Br)cc2)s1	7
O=C(NCCc1ccccc1)NC1CCCCC1	-8
COc1cc2c(cc1OC)C1=C(c3ccccc3Br)C(=O)C(=O)N1C(C)(C)C2	-36
Cc1ccc(-n2c(SCC(=O)NCC3CCCO3)nnc2-c2ccoc2C)cc1 (stereo unspecified)	-11
COC(=O)c1ccc(C2N=C(c3cccc(OC)c3)CC(c3cc(Br)ccc3O)N2)cc1 (stereo unspecified)	-1
CNC(=O)c1c[nH]n2c(=O)c(Cc3ccccc3F)c(C)nc12	3
O=c1c2cnn(-c3ccccc3)c2nc(-c2ccco2)n1-c1cccc(Cl)c1	-42
O=C(CCn1cccc1)Nc1nccs1	-4
COCC(=O)Nc1ccc(S(=O)(=O)NCCc2ccccc2)cc1	-1
O=C(CN1CCN(S(=O)(=O)c2ccc(F)cc2)CC1)Nc1ccc(Cl)c(C(F)(F)F)c1	6&0
Cn1c(=O)c2c(nc(SCC(=O)NCc3ccc4c(c3)OCO4)n2Cc2ccccc2)n(C)c1=O	4
COc1ccc(C(=O)CSc2nnc(C3CCCCC3)n2N)c(OC)c1	-4
O=C(Nc1c2c(nn1-c1ccc(Cl)cc1)CS(=O)(=O)C2)c1ccccc1I	-4
CC1CCN(S(=O)(=O)c2ccc3[nH]c(=O)cc(C(=O)NC4CCCCCCC4)c3c2)CC1	-9
CC(C)CCn1c(SCC(=O)NC2CCCCC2)nc2ccsc2c1=O	-6
COC(=O)[C@H](CCSC)NC(=O)N1CCN(Cc2ccccc2)CC1	-10
CCOC(=O)CCC(=O)O[C@H]1[C@H](O[C@@H]2[C@@H](C)[C@H](O[C@H]3C[C@@](C)(OC)[C@@H](O)[C@H](C)O3)[C@@H](C)C(=O)O[C@H](CC)[C@@](C)(O)[C@H](O)[C@@H](C)C(=O)[C@H](C)C[C@@]2(C)O)O[C@H](C)C[C@@H]1N(C)C	1
O=C(CCn1c(=O)c2sccc2n(Cc2ccc(F)cc2)c1=O)NCc1ccccc1	-7
Cc1ccc(N2C(=O)C(Cl)=C(N3CCCCC3)C2=O)cc1Cl	-51
COc1ccc(-n2cnnc2SCCC#N)cc1	-6
Cc1cc2cc(CN(Cc3ccco3)C(=O)C3CCCCC3)c(=O)[nH]c2cc1C	-3
CCc1c(C)nc(SCC(=O)c2ccc(C)c(C)c2)[nH]c1=O	-3
CCCCCOCC1CC2(CC(C)(c3csc(Nc4ccccc4Cl)n3)OC2=O)C(=O)O1 (stereo unspecified)	-8
CS(=O)c1nc(-c2ccc(Br)cc2)cc(-c2ccccc2)c1C#N (stereo unspecified)	-26
SMILES	14-3-3 PPI
CCOC(=O)c1c(C)n(C)c2ccc(OC)c(NC(=O)CCN3CCSCC3)c12	5
COc1ccc(-c2nc3c(n2O)CCCC3=O)cc1OC	-9
COC(=O)C1C2C=CC3(CN(Cc4cccs4)C(=O)C13)O2 (stereo unspecified)	-10
CN1C(=O)CSc2ccc(NC(=O)Nc3ccccn3)cc21	-37
CCC(C)(C)C1CCc2c(sc(NC(=O)c3cc(Cl)ccc3OC)c2C(N)=O)C1 (stereo unspecified)	-9
Nc1nc2nc(SCC(=O)N3CCCc4ccccc43)[nH]c2c(=O)[nH]1	-3
CN(CCc1ccccn1)S(=O)(=O)c1ccc(F)cc1	0
O=C(CN1C(=O)c2ccccc2C1=O)Nc1ccc(-c2ccc(NC(=O)CN3C(=O)c4ccccc4C3=O)cc2)cc1	-2
O=C1CC(Nc2ccccc2)C(=O)N1c1ccc(N2CCOCC2)cc1 (stereo unspecified)	0&-1
Cc1[nH]c(=O)[nH]c(=O)c1S(=O)(=O)N1CCCC1	-2
Cc1ccc(CCNC(=O)C2CCN(S(=O)(=O)c3cccc4nsnc34)CC2)cc1	-6
CC1(C)CC(=O)c2c(oc3ccc(NS(=O)(=O)c4ccc5ccccc5c4)cc23)C1	-16
Cc1ccc(N2C(=O)C(N3C(=O)c4ccccc4C3=O)C2c2ccc3c(c2)OCO3)cc1 (stereo unspecified)	3
CCC(=O)N1CCc2cc(S(=O)(=O)N3CCCCC3c3cccnc3)ccc21 (stereo unspecified)	-20
COC(=O)c1sc(NC(=O)CCC(=O)O)nc1C	-10
CCCOC(=O)CN1C(=O)c2ccc(Br)cc2C1=O	7
Cc1cccc(NC(=O)c2ccccc2O)c1C	-3
COc1ccc(C2C(=O)N(C3CCC(C)CC3)CC(=O)N2Cc2cccs2)cc1OC (stereo unspecified)	-9
CCC(C)NC(=O)C1CCN(S(=O)(=O)N2CCC(C)CC2)CC1 (stereo unspecified)	-6
N#CCc1nc(-c2ccc3c(c2)Cc2ccccc2-3)cs1	-97
COc1cc(C(=O)Nc2nnc(C3CCCCC3)s2)cc(OC)c1OC	-3
CCN(CC)C(=O)Cn1nc(-c2ccccc2O)nc1SCC(=O)Nc1ccc(OC)cc1	-4
NC(=O)CSc1nnc(-c2ccc(S(=O)(=O)N3CCCC3)cc2)n1CC1CCCO1 (stereo unspecified)	3
Cc1ccc(-c2nnc(Nc3ccc4c(c3)OCO4)c3ccccc23)cc1S(=O)(=O)N1CCOCC1	-22
CCc1ccc(-n2c(O)cnc2Nc2nc(C)cc(C)n2)cc1	-2
SMILES	14-3-3 PPI
CCOC(=O)N1CCN(C(=O)Cc2ccsc2)CC1	-3
O=C(NCc1cccnc1)c1cc2nc(-c3ccco3)cc(C(F)(F)Cl)n2n1	2
Cc1ccc(-c2csc(=Nc3ccc(F)cc3)n2CCCCCCO)cc1	-5
CC1=C(C(=O)OCCOc2ccccc2)C(c2ccc(F)cc2)C2=C(CCCC2=O)N1 (stereo unspecified)	1
COc1ccc(C)cc1NC(=O)c1cc(S(=O)(=O)NCCc2ccccc2)ccc1F	-34
COc1cc(NC(=O)c2ccccc2)c(OC)cc1NC(=O)CN1CCOCC1	-14
Cc1cccc(N(CC(=O)NCc2ccc(Cl)cc2)S(C)(=O)=O)c1C	2
COCCCn1c(SCC(=O)N2CC(=O)Nc3ccccc32)nnc1-c1ccoc1C	-2
Cc1c([N+](=O)[O-])c([N+](=O)[O-])nn1CC(=O)Nc1cccc(O)c1	3
O=C(COc1ccc(S(=O)(=O)N2CCCC2)cc1Cl)NC1CC1	-15
Cc1cc(=O)n2nc(N3CCC(C(=O)NC4CCCc5ccccc54)CC3)sc2n1 (stereo unspecified)	-14
O=C1C2=C(c3cc(O)ccc3O)CCCN2C(=O)CN1CCc1ccccc1	-7
COc1ccc(COC(=O)c2c(-c3ccccc3Cl)noc2C)cc1	4
CCC(C)NC(=O)C1CC(c2ccc(OC)cc2)=NO1 (stereo unspecified)	1
CCOc1ccc(C(C)C)cc1S(=O)(=O)n1nc(C)cc1C	-6
O=C(O)c1ccc(S(=O)(=O)c2ccc3c(c2)C(=O)N(Cc2ccc(Cl)cc2)C3=O)cc1	-7
Cc1ccc(S(=O)(=O)n2nc(OC(=O)c3cc([N+](=O)[O-])ccc3Cl)cc2N)cc1	-10
CC(C)CNC1=C(C(=S)Nc2ccccc2)C(=O)CC(C)(C)C1	3
CCC1(C)N=C(c2ccc3c(c2)OCO3)CC(c2ccccc2O)N1 (stereo unspecified)	4
CCc1cc(=O)oc2cc(C)cc(OCc3nn[nH]n3)c12	-7
Cc1cc(=O)n2nc(N3CCCC(C(=O)NCCCN4CCc5ccccc5C4)C3)sc2n1 (stereo unspecified)	-8
COc1cccc2sc(=NC(=O)Cc3cccc4ccccc34)n(C)c12	5
Cc1onc(-c2ccccc2Cl)c1C(=O)Nc1nc(-c2ccc([N+](=O)[O-])cc2)cs1	-35
COC(=O)c1cc(OC)c(OC)cc1NC(=O)CSc1nnnn1Cc1ccccc1	-6
Cc1cc(C(=O)Nc2sc3c(c2C(=O)OC(C)C)CCCC3)ccc1[N+](=O)[O-]	4

Rewritten field by field: entries from further up
COc1ccc(C)cc1NC(=O)c1cc(S(=O)(=O)NCCc2ccccc2)ccc1F
  14-3-3 PPI: -34

CCC(C)(C)C1CCc2c(sc(NC(=O)c3cc(Cl)ccc3OC)c2C(N)=O)C1 (stereo unspecified)
  14-3-3 PPI: -9

COC(=O)c1sc(NC(=O)CCC(=O)O)nc1C
  14-3-3 PPI: -10

Individual results from above.
Reading of Cc1ccc(-n2c(=O)c3ccccc3n(Cc3cccc(C)c3)c2=O)cc1 in 14-3-3 PPI: -1
Reading of Cc1ccc(-n2c(SCC(=O)NCC3CCCO3)nnc2-c2ccoc2C)cc1 (stereo unspecified) in 14-3-3 PPI: -11
Reading of COc1ccc(C2C(=O)N(C3CCC(C)CC3)CC(=O)N2Cc2cccs2)cc1OC (stereo unspecified) in 14-3-3 PPI: -9

(next part)
SMILES	14-3-3 PPI
N=c1n(CCOc2ccccc2)c2ccccc2n1Cc1ccccc1	1
O=C(CC1Sc2ccc(C(F)(F)F)cc2NC1=O)Nc1ccc(N2CCCCC2)cc1 (stereo unspecified)	-22
CC(=O)Nc1cccc(NC(=O)CNC(=O)Cn2cnc3sc(C)c(C)c3c2=O)c1	-2
COc1cc2nc3c(C(=O)NCc4ccccc4)cccn3c(=O)c2cc1OC	-10
O=C(Nc1ccc(Oc2ncccn2)cc1)c1ccco1	1
CCCCOC(=O)c1ccc(NC(=O)c2ccoc2C)cc1	-13
COc1ccccc1NC(=O)N1c2ccc(F)cc2CCC1C (stereo unspecified)	-11
O=C1C(Cl)=C(N2CCCCC2)C(=O)N1c1ccccc1Cl	1
Cc1ccc(C)c(N2CCN(S(=O)(=O)c3cc(C(=O)Nc4ccccc4C(F)(F)F)ccc3F)CC2)c1	6
O=C(NCCCO)c1c(O)c2c([nH]c1=O)CCCC2	-1
CCc1ccc2[nH]c(=O)c(CN(CCCN3CCOCC3)C(=O)Nc3cccc(Cl)c3)cc2c1	-9
CC(=O)N1CCc2cc(S(=O)(=O)NC(C(=O)N3CCc4ccccc4C3)C(C)C)ccc21 (stereo unspecified)	6
CCN(CC)C(C)C(=O)N1c2ccccc2Sc2ccccc21 (stereo unspecified)	-3
Cc1ccc2cc(CN(C)C(=O)C3CCCO3)c(=O)[nH]c2c1 (stereo unspecified)	-7
O=C(Nc1ccc2nc(-c3ccccc3)oc2c1)c1ccco1	4
O=C(c1ccc(CNS(=O)(=O)c2ccccc2)cc1)N1CCN(c2ccccn2)CC1	2
Cc1ccc(S(=O)(=O)N2CCN(C3CCN(Cc4ccccc4)CC3)CC2)cc1	-9

Of the compounds above, these contain an NH in an aromatic ring:
SMILES	14-3-3 PPI
CC1CCCCN1S(=O)(=O)c1ccc(NC(=O)c2ncn[nH]2)cc1 (stereo unspecified)	-8
CSCCC(NC(=O)C1CC1)c1nc2ccccc2[nH]1 (stereo unspecified)	-10
COc1ccc(CCNC(=O)c2sc(=S)n3c2[nH]c(=O)c2sccc23)cc1OC	-30
CCc1cccc(NC(=O)Cc2c(C(=O)O)[nH]c3ccc(Cl)cc23)c1	0
CNC(=O)c1c[nH]n2c(=O)c(Cc3ccccc3F)c(C)nc12	3
CC1CCN(S(=O)(=O)c2ccc3[nH]c(=O)cc(C(=O)NC4CCCCCCC4)c3c2)CC1	-9
Cc1cc2cc(CN(Cc3ccco3)C(=O)C3CCCCC3)c(=O)[nH]c2cc1C	-3
CCc1c(C)nc(SCC(=O)c2ccc(C)c(C)c2)[nH]c1=O	-3
Nc1nc2nc(SCC(=O)N3CCCc4ccccc43)[nH]c2c(=O)[nH]1	-3
Cc1[nH]c(=O)[nH]c(=O)c1S(=O)(=O)N1CCCC1	-2
CCc1cc(=O)oc2cc(C)cc(OCc3nn[nH]n3)c12	-7
O=C(NCCCO)c1c(O)c2c([nH]c1=O)CCCC2	-1
CCc1ccc2[nH]c(=O)c(CN(CCCN3CCOCC3)C(=O)Nc3cccc(Cl)c3)cc2c1	-9
Cc1ccc2cc(CN(C)C(=O)C3CCCO3)c(=O)[nH]c2c1 (stereo unspecified)	-7
